# Pf growth 48h: P. falciparum growth inhibition at 48 hours (one generation); 310,000 tested, 5.9% active; Potency, µM (series often up to 28.7 µM), inactives show at the highest dose activity change, negative = inhibition, usual class: inhibitors; P. falciparum luciferase growth in erythrocytes, 48 h; further: potency means the concentration at half of the fitted maximal effect; on the % scale 0 is the no-effect control and ±100 the full control effect
#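 First compound was added to culture medium, then infected red cells at 0.1% parasitemia and 2% hematocrit (final). After incubation at 37 C under 5% CO2, luciferase detection reagent was dispensed and light output recorded.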
# Shiga inhibitor: inhibitors of Shiga toxin in Vero cells. Vero cells, Shiga toxin protein synthesis inhibition reporter. inhibition, % at 38.7 µM. 290,000 tested, 9.2% active. AID 2315; in the data active means inhibition mostly above about 28%, no sharp cut-off; inactive means mostly below about 43%; further: 0% is about no effect
# FBPA Giardia inh: blocks Giardia fructose-bisphosphate aldolase activity; A8B2U2; purified Giardia FBPA; Potency, µM (top dose mostly 59.6 µM), for inactives: at the highest dose activity, negative = inhibition, usual class: inhibitors; 290,000 tested, 0.71% active; AID 2451; further: potency means the concentration at half of the fitted maximal effect; on the % scale 0 is the no-effect control and ±100 the full control effect; nearly all actives have a fitted effect of over 55% in size
# Target sequence (A8B2U2 whole entry, looked up): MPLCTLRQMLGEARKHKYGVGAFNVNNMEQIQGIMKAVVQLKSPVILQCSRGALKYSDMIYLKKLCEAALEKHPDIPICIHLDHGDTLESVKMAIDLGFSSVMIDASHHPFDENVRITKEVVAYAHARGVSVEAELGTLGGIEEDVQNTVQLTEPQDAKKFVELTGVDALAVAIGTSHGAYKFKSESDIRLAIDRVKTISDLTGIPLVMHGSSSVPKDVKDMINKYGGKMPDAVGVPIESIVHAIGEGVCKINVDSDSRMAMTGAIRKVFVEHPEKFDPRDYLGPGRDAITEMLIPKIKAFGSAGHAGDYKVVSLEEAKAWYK
#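 40 nM FBPA preincubated 10 min at RT with compound (up to 57.5 uM final), then substrate plus GAPDH/TPI/NAD/arsenate coupling and diaphorase/resazurin added. Fluorescence read after 20 min at RT, 525/598 nm.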
# CHX counter: counter-screen hit for Shiga toxin inhibitors, cycloheximide. 300,000 tested, 12% active. cell reporter, cycloheximide protein synthesis inhibition counterscreen. max response, %; in the data active means max response mostly above about 13%, no sharp cut-off; inactive means mostly below about 14%; further: read at 38.3 µM for the half of the compounds with a filed dose; 0% is about no effect
# Sm TGR inh: S. mansoni TGR enzyme inhibition. purified TGR, DTNB reduction, TNB absorbance 405 nm. 360,000 tested, 3% active. Potency, µM (titrated, usually from 114 µM), inactives show at the highest dose activity change, negative = inhibition, actives largely listed as inhibitors; further: potency means the concentration at half of the fitted maximal effect; on the % scale 0 is the no-effect control and ±100 the full control effect; nearly all actives have a fitted effect of over 60% in size
#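 TGR 20 nM + NADPH 100 uM (dispensed conc.), cpd preinc 15 min RT; start with NADPH (500 uM addition) then DTNB (15 mM addition). Kinetic TNB absorbance, 405 nm filter. Four-parameter Hill fit across titration.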
# Pf growth 96h: P. falciparum growth inhibition at 96 hour, primary screen for plastid delayed-death inhibitors; Potency, µM (doses to about 28.7 µM), without a hit: at the top dose activity change, negative = inhibition, actives largely listed as inhibitors; P. falciparum luciferase reporter growth, 96 h; AID 504834; 320,000 tested, 6.9% active; further: potency means the concentration at half of the fitted maximal effect; on the % scale 0 is the no-effect control and ±100 the full control effect
#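 Plates of compound plus infected erythrocytes (2% hematocrit, 0.05% parasitemia final) incubate 96 hours, 37 C, 5% CO2. Detection reagent added; reduced luminescence from the parasites' luciferase reporter flags inhibition.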
# An asterisk follows results filed as active; i = inactive; ? = inconclusive; / = no result given; & = joins results of further samples; [ ] = another dose, or the depositor's remark. Unless noted, the call rests on the fitted dose curve; in most records, active means well fitted curve in the direction sought with a large enough effect; inconclusive means small, poorly fitted or top-dose-only effect, or another doubt; inactive means no such curve, though single readings can be large; an effect the other way counts as inactive or inconclusive. Random draw from the library, and some 24% of all compounds hit somewhere here.
SMILES | Pf growth 48h | Shiga inhibitor | FBPA Giardia inh | CHX counter | Sm TGR inh | Pf growth 96h
NC(=O)CSc1ncnc2c1oc1ccccc12 | / | -2 | 5% | 4 | -3% | -1%
Fc1cccc(NCc2cn3ccccc3n2)c1 | -52% | 126* | 21% | 51* | -22% | 21%
CCOc1ccc(-c2c(=O)n(O)c3ccccc3[n+]2[O-])cc1 | 21% | 26 | -16% | 2 | 0% | 28%
CCOC(=O)c1ccc(NC(=O)c2c(Cl)cc(C)nc2C)cc1 | -22% | 12 | -28% | 3 | -16% | ?
COC(=O)C1=C(c2ccc(F)cc2OCc2ccccc2)C[C@@H]2CC[C@H]1N2C(=O)NCCN1CCOCC1 | 12µM* | / | / | / | -10% | ?
CC1CCCC(C)N1CCCNC(=O)c1ccc2nc(N3CCOCC3)sc2c1 (configuration not stated) | -12% | 3 | -1% | 4 | 0% | 79%[activator]
CSc1ccccc1NC(=O)COc1ccc(Cl)cc1 | -10% | 48* | -6% | 32* | 4% | ?
O=C(Nc1ccc2c(c1)OCCO2)C1CCN(C(=O)c2ccc(F)cc2)CC1 | 54%[activator] | 109* | -5% | 31* | 4% | 45%[activator]
COc1ccccc1/C=C/C(=O)OCC(=O)Nc1ccc2c(c1)OCCO2 | ? | / | / | / | -29% | 12%
COc1ccc(CC(=O)Nc2c3c(nn2-c2cccc(Cl)c2)CS(=O)(=O)C3)cc1 | -1% | -7 | -3% | -2 | -16% | ?
CC1CCC(C(C)C)C(P(=O)(c2ccccc2)c2ccccc2)C1 (configuration not stated) | / | 37 | 0% | 1 | / | /
COc1ccc(C(=O)OCCCc2cc3ccccc3c(=O)o2)cc1 | 41%[activator] | / | / | / | 50µM* | 59%[activator]
COc1ccc2cc(Br)ccc2c1CC(=O)NCC1CCCO1 (configuration not stated) | -9% | 21 | 10% | -2 | 1% | 23%
O=C(Cc1ccc(Cl)cc1)NCCN1CCN(C(=O)Cc2ccc(Cl)cc2)CC1 | -22% | -8 | 3% | 14 | -24% | ?
COc1ccc(OC)c(C(=O)COC(=O)CN2C(=O)NC3(CCCCC3C)C2=O)c1 (configuration not stated) | -6% | / | / | / | -11% | -18%

# Four entries picked at random from those above, as already listed:
SMILES | Pf growth 48h | Shiga inhibitor | FBPA Giardia inh | CHX counter | Sm TGR inh | Pf growth 96h
CCOc1ccc(-c2c(=O)n(O)c3ccccc3[n+]2[O-])cc1 | 21% | 26 | -16% | 2 | 0% | 28%
COc1ccccc1/C=C/C(=O)OCC(=O)Nc1ccc2c(c1)OCCO2 | ? | / | / | / | -29% | 12%
COc1ccc(OC)c(C(=O)COC(=O)CN2C(=O)NC3(CCCCC3C)C2=O)c1 (configuration not stated) | -6% | / | / | / | -11% | -18%
COc1ccc2cc(Br)ccc2c1CC(=O)NCC1CCCO1 (configuration not stated) | -9% | 21 | 10% | -2 | 1% | 23%

# (further entries)
SMILES | Pf growth 48h | Shiga inhibitor | FBPA Giardia inh | CHX counter | Sm TGR inh | Pf growth 96h
CCN(CC)CCCNC(=O)c1ccc2c(Cl)c3c(nc2c1)CCCC3 | -13% | -21 | 5% | -6 | -30%&-12% | ?
Cc1ccc(SC(C)C(=O)NCC(C)C)cc1 (configuration not stated) | 15µM* | 12 | 5% | 9 | 4% | -7%
O=P(COCCCCCOCP(=O)(c1ccccc1)c1ccccc1)(c1ccccc1)c1ccccc1 | ? | -2 | 1% | -3 | 2% | 55%[activator]
COc1cc(/C=C/C(=O)O)cc(S(=O)(=O)NCCO)c1OC | 15% | -11 | 1% | -7 | -11% | 2%
O=C(c1ccc(S(=O)(=O)c2cccc(Cl)c2)c([N+](=O)[O-])c1)N1CCN(Cc2ccccc2)CC1 | ? | -4 | -5% | -2 | -24% | ?
C/C=C/C(=O)OCC(=O)Nc1ccc(OC)c(OC)c1 | -4% | 9 | -2% | 13 | 0% | 11%
Nc1nncn1C(=O)CCCOc1ccccc1 | 38% | -14 | 2% | -3 | 20% | 107%[activator]
Cc1cc(C(=O)N/N=C/c2c(C)[nH]c3ccccc23)n[nH]1 | 21% | 27 | 0% | 7 | 1% | 16%
Cc1ccc(NC(=O)COC(=O)CN2C(=O)C3CCCCC3C2=O)cc1S(=O)(=O)N1CCOCC1 (configuration not stated) | -7% | 23 | 2% | -2 | 2% | 6%
COc1ccc(CSc2cccc3cccnc23)cc1[N+](=O)[O-] | 69%[activator] | 49 | -15% | 14 | -2% | 6.6µM*
O=C1NC(Cc2c[nH]c3ccccc23)C(=O)N1Cc1cccc2ccccc12 (configuration not stated) | -30% | -6 | -5% | -1 | 0% | ?
CC(=O)N1N=C(c2ccc(C)cc2)OC1c1ccc(Br)cc1 (configuration not stated) | 73% | 30 | ? | 17* | -19% | -13%
CCC(=O)Nc1ccc(C(=O)Nc2cc(C)on2)cc1 | / | 37 | 2% | 18* | -13% | 40%[activator]
c1ccc(-n2cnc3cc(NCc4cccs4)ccc32)cc1 | 127%[activator] | 77* | -7% | 88* | -9% | i
O=C1OCCN1C(=O)[C@H]1[C@H](c2ccc(Cl)cc2)C(c2ccccc2)=NN1c1ccccc1 | / | 2 | -10% | 2 | / | /
Cc1cc(C)n(-c2cccc(CN3CCC(CO)(Cc4ccccc4)CC3)c2)n1 | ? | 13 | 3% | -1 | 3% | ?
Cc1ccc2cc(C)c3nnc(SCC(=O)Nc4nc5c(s4)CCCC5)n3c2c1C | -7% | 20 | 3% | 12* | 1% | 12µM*
COCCN1C(=O)C(O)=C(C(C)=O)C1c1ccc(F)cc1 (configuration not stated) | -3% | 4 | -5% | 4 | -2% | /
COc1ccc(-n2cnc3c(sc4nc(N5CCOCC5)c5c(c43)CCCC5)c2=O)cc1 | -2% | -7 | 3% | 6 | -3% | 2.9µM*
CCCCNC(=O)N1CCOCCOCCN(C(=O)NCCCC)CCOCC1 | 1% | -12 | -2% | -5 | -1% | /
CC1CCCC(NC(=O)COC(=O)[C@@H]2CC(O)CN2S(=O)(=O)c2ccc3c(c2)OCCO3)C1C (some centres not stated) | 23% | -9 | 4% | -3 | -8% | 25%
O=C(c1ccccc1F)N1CCN(Cc2ccccc2F)CC1 | 10% | 20 | 9% | 7 | 14% | /
N#Cc1ccccc1OCC(=O)Nc1cccc(S(=O)(=O)N2CCCC2)c1 | ? | / | / | / | -5% | ?
CCCCNC(=O)Nc1ccc2c(c1)N(C)C(=O)c1ccccc1S2 | ? | -6 | 5% | 2 | 0%&11% | 3.3µM*
COc1ccc(NC(=O)c2ccccc2C)c(OC)c1 | -22% | 19 | 0% | 24 | ? | ?
CCOc1ccccc1N(CC(=O)NCc1ccc(OC)cc1)S(C)(=O)=O | -11% | 31 | 4% | -2 | -11% | ?
COc1cc2c(cc1OC)C(COc1ccccc1OC)N(C(=O)c1ccco1)CC2 (configuration not stated) | ? | -16 | -3% | 8 | ? | 6.6µM*
Cc1ccc(-c2nnn(CC(=O)N(CC(=O)NCC3CCCO3)c3ccccc3)n2)o1 (configuration not stated) | -7% | 32 | 5% | 8 | -1% | -24%
CCCCC(=O)Nc1cccc(NC(=S)NC(=O)COc2ccccc2Cl)c1 | 9% | -3 | -6% | 7 | -3% | -17%
CC(C)(C)C1CCc2onc(C(=O)Nc3cccnc3)c2C1 (configuration not stated) | ? | -12 | -4% | -3 | -3% | 51%[activator]

# The listing continues:
# Below each SMILES – Pf growth 48h, Shiga inhibitor, FBPA Giardia inh, CHX counter, Sm TGR inh, Pf growth 96h
- CCc1ccccc1NC(=O)N1C2CCCC1CC(NC(=O)C(C)(C)C)C2 (configuration not stated)
→ -4%, 2, -3%, 6, ?, -3%
- COc1ccc(-c2csc(-n3cccn3)n2)cc1
→ 87%[activator], 66*, 0%, 62*, -15%, 194%[activator]
- CCOC(=O)NC(=O)C(/C=N/c1sccc1C(=O)OC)=C(\C)O
→ 2%, 18, 0%, 5, /, 19%
- N/C(=N\OC(=O)c1ccc(Cl)cc1)c1ccn[nH]1
→ -48%, 49*, /, 39*, 7%, 2%
- CN(C(=O)CCCN1C(=O)c2ccccc2C1=O)C1CCCCC1
→ ?, /, /, /, -15%, -22%
- CSc1ccc(C(=O)NC2CCSc3ccccc32)cc1 (configuration not stated)
→ -5%, 38, 3%, 11*, -7%, ?
- COc1cc(NC(=O)c2sc3ncn(CC(=O)N4CCC(C)CC4)c(=O)c3c2C)cc(OC)c1OC
→ -1%, 3, -1%, -4, 13%, -10%
- CCN1/C(=C\C(=S)Nc2ccccc2)Sc2ccccc21
→ -3%, 56*, -9%, 31*, 4%[57.1 µM], 24%
- Cc1ccc(C2N(c3ccccn3)C(=O)C3CCCN32)o1 (configuration not stated)
→ -15%, -15, -8%, 0, 5%, ?
- CCN(CC(=O)Nc1cc(Cl)ccc1C)C(=O)C1COc2ccccc2O1 (configuration not stated)
→ ?, /, /, /, 20µM*, -23%
- Cc1c(OCc2ccccc2)c(=O)ccn1Cc1ccc(Cl)cc1
→ /, -5, -1%, -6, 4%, ?
- C=CCNC(=O)COCc1cc(-c2ccc3c(c2)OCO3)on1
→ 33%[activator], 39*, 11%, 27*, 10%, 22%
- Cc1c(C2=CCN(S(=O)(=O)c3ccc(Cl)cc3)CC2)c2ccccc2n1C
→ ?, -2, -5%, -4, -22%, ?
- Cc1cc(C)c(N)c(C(=O)O)c1
→ -5%, -3, -4%, -2, 2%, 4%
- COC(=O)c1cc(=O)nc2sccn12
→ /, -8, 0%, -1, -24%, 0%
- O=C1NC2=C(C(=O)c3ccccc32)C(c2ccccc2)N1 (configuration not stated)
→ 2%, -5, -12%, -1, 0%, 12%
- CC(=O)Nc1ccc(NC(=O)C(C)Sc2n[nH]c(-c3cccs3)n2)cc1 (configuration not stated)
→ ?, /, /, /, -21%, -22%
- COc1ccc(-c2[nH]ncc2CN(CC2CCC(=O)N2)C(C)C)cc1F (configuration not stated)
→ 4%, -5, 2%, -3, -2%, 8.3µM*
- CCCc1nnc(NC(=O)NCCN2C(=O)C3C4C=CC(C4)C3C2=O)s1 (configuration not stated)
→ 0%, -14, -5%, 10, 1%, 15%
- Cc1cc(C)cc(C(=O)OCC(=O)N2CCCC2)c1
→ 14%, -5, -13%, -2, -11%, 30%
- CC(C(=O)OCC(=O)c1ccc(F)cc1)N1C(=O)C2C3C=CC(C3)C2C1=O (configuration not stated)
→ 10%, -2, -5%, -1, -4%, 11%
- COC(=O)/C(C#N)=C/c1c(N2CCN(c3cccc(Cl)c3)CC2)nc2c(C)cccn2c1=O
→ ?, -9, 8%, -4, -1%, ?
- Cn1c(COc2ccc(Cl)cc2)nnc1SCc1ncc(-c2ccccc2)o1
→ ?, -19, -6%, -1, 22µM*, ?
- CCOC(=O)c1cc2c(=O)n3ccccc3nc2n(Cc2ccco2)c1=NC(=O)c1cccnc1
→ ?, -22, -5%, -3, 22µM*, ?
- CCOC(=O)c1ccccc1OC(=O)CS(=O)c1ccccc1[N+](=O)[O-] (configuration not stated)
→ 17%, 13, -3%, -3, /, 10%
- Cc1nnc(NC(=O)C2CCN(c3nnnn3-c3ccccc3)CC2)s1
→ ?, 26, 4%, -5, 6%, -21%[5.75 µM]
- CC1CN(c2ccccc2)c2nc3c(c(=O)[nH]c(=O)n3C)n2C1 (configuration not stated)
→ -3%, -10, 6%, -4, 89µM*, -3%
- Cc1c(C(=O)Nc2ccc(-n3cnnn3)cc2)oc2ccccc12
→ 29%, 10, -23%, 8, 0%, -41%
- COC(=O)c1ccccc1S(=O)(=O)N1CCC(c2nc3ccccc3o2)CC1
→ -23%, -7, 0%, -6, -3%, 50%[activator]
- CC(=O)OC1C=C[C@@H](OC(C)=O)C1 (some centres not stated)
→ /, 23, 7%, -2, /, /
- Cc1ccc(Cn2ccc(NC(=O)CCSc3nc(-c4ccco4)cc(C(F)(F)F)n3)n2)cc1
→ 10µM*, 10, -10%, 5, -21%, /
